# EWS-Fli inh: EWS/Fli transcriptional activity inhibition | A673 NR0B1-luciferase reporter, viability-normalised | inhibition, % at 12.6 µM | actives 0.67% (n = 350,000) | AID 651661;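 active means mean inhibition of at least 50% after viability correction, with every replicate also passing that limit; inconclusive means mean reaches 50% but only one of two replicates passes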;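 further: firefly luciferase signal divided by Alamar Blue viability fluorescence both relative to DMSO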
# F508del corr: correctors of CFTR F508del function in bronchial epithelial cells; actives 0.36% (n = 350,000); CFBE cells, YFP halide quenching; stimulated with forskolin plus potentiator P3; % fluorescence drop versus neutral controls; AID 720511; activity (quench increase), % at 7.58 µM;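 active means mean added fluorescence quench of at least 8% versus neutral control, with both replicates also reaching 8%; inconclusive means only one of the mean or replicate conditions met; inactive means mean below 8% and not both replicates reaching 8%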;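 further: cells transiently co-express mutant CFTR-F508del with the halide-sensitive YFP; corrector assay measuring rescue of mutant channel to the surface after 24 h compound exposure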
# GSIS activator: primary screen for activators of insulin secretion dependent on glucose, INS-1E cells, GLuc reporter luminescence. INS-1E GLuc reporter insulin secretion, 2-3 h. activation, % at 16.6 µM. actives 0.61% (n = 370,000). AID 743287;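 active means lowest replicate activation of at least 40%, so every replicate reaches that level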;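 further: 0% = median of neutral control wells and 100% = median of IBMX positive control wells; some compounds called inactive have numbers as strong as hits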
# PAX8 reporter: PAX8 transcriptional activity inhibition; RMG-I TPO-luciferase reporter, SteadyGlo, 24 h; inhibition, % at 12.6 µM; actives 1.2% (n = 360,000);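 active means mean replicate inhibition at least 60% with every replicate also reaching 60%; inconclusive means only one of the two criteria is met; inactive means mean below 60% and not all replicates reaching 60%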;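 further: luciferase light reporting Pax8 driven TPO promoter activity; plate controls were median of neutral control wells for no effect and mitoxantrone controls for full effect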
# XiGFP reactiv: activators of X-chromosome reactivation in mouse fibroblasts; XiGFP mouse fibroblasts, % GFP-positive cells imaging, 3 d; cells co-treated with 5-aza-dC sensitizer; scaled so ellipticine positive control = 100%; activation, % at 7.58 µM; actives 0.055% (n = 360,000); AID 743238;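 active means mean normalized replicate activation at least 10% and every replicate at or above 10%; inconclusive means only one of the two criteria met; inactive means mean below 10% and not all replicates reach 10%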;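 further: 0% = median of on-plate neutral control wells and 100% = ellipticine 6 µM median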
#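 System: XiGFP fibroblasts, SV40-immortalized. Medium: DMEM plus 5-aza-dC sensitizer. Doses: single point. Timing: 3 d treatment, 15 min room-temperature fixation. Control set: ellipticine 6 µM.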
# DENV2 CPE rescue: DENV2-induced cell death inhibition. actives 1.7% (n = 350,000). AID 651640. CPE inhibition, % at 9.99 µM. DENV2-infected cells, cytopathic effect rescue, plate reader; in the data active means CPE inhibition above about 20%, passing the limit was not always enough; inconclusive means no clear call, values can overlap the other calls; tested in BHK-21 cells;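 further: 0% = median of neutral control wells and 100% = median of positive control wells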
# ARNT TACC3 PPI: ARNT/TACC3 interaction disruption; Q9Y6A5; AlphaScreen His-ARNT PAS-B/GST-TACC3 binding, luminescence; TACC3 fragment carries E629A point mutation; inhibition, % at 9.99 µM; actives 0.66% (n = 390,000); AID 623870;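 active means mean inhibition of replicates at least 50% and at least half of replicates each reaching 50%; inconclusive means half or more replicates reach 50% but mean below 50%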;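 further: 0% = complete ARNT plus TACC3 wells and 100% = ARNT alone without TACC3; many hits fall short of the cut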
# ERp5 block: ERp5 (human) disulfide isomerase inhibition | actives 0.05% (n = 350,000) | inhibition, % at 9.99 µM | ERp5 insulin aggregation, absorbance 650 nm, 90 min;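 active means mean replicate inhibition above about 25%, with every replicate also reaching it, limit read from the data, passing the limit was not always enough; inconclusive means only one of those two criteria met; inactive means neither criterion met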
# Target sequence (Q15084 whole entry, looked up): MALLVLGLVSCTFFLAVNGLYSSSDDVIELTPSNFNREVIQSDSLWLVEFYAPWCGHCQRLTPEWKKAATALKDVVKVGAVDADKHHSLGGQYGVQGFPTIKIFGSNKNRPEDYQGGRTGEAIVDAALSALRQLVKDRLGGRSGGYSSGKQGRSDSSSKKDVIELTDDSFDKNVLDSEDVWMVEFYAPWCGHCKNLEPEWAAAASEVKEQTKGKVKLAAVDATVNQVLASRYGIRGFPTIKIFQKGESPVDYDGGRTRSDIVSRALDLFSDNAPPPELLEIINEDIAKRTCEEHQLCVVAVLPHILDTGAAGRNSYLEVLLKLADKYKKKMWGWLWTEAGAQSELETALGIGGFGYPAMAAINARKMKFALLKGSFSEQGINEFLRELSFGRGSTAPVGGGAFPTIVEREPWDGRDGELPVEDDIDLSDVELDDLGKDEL
# Active calls of the source: *; u = inconclusive; x = not tested or not shown; & = joins results of further samples. Outcome played no part in choosing rows; about 4.2% have a hit in one of these screens.
SMILES,EWS-Fli inh,F508del corr,GSIS activator,PAX8 reporter,XiGFP reactiv,DENV2 CPE rescue,ARNT TACC3 PPI,ERp5 block
CCOC(=O)c1cc(-c2ccccc2)n(CC2CC(c3ccc(OC)cc3)=NO2)n1 (configuration not stated),-4.7,0.1,-8.5,-0.9,0.0,15.9,-2.0,-4.2
COc1ccc(N=Cc2c(O)n(-c3cccc(C)n3)c(=O)c3ccccc23)c(OC)c1,3.7,-17.4,x,-19.1,0.0,0.3,-3.8,x
CCc1cccc(C)c1NC(=O)CCCN1C(=O)CN(C)C1=O,-1.3,5.2,5.1,15.6,-0.2,-1.4,-2.9,-16.4
C[C@H]1CN([C@@H](C)CO)C(=O)Cc2cc(NC(=O)C3CCCCC3)ccc2O[C@@H]1CN(C)C(=O)NC1CCCCC1,6.0,-1.1,10.7,3.5,0.0,2.5,-4.7,-5.5
CC(C)NC(=O)Nc1ccc2c(c1)C(=O)N([C@@H](C)CO)C[C@H](C)[C@H](CN(C)Cc1ccc(C(F)(F)F)cc1)O2,4.7,3.2,17.1,0.6,-0.1,6.3,-2.2,-6.7
CNC[C@H]1Oc2ccc(NC(=O)CCN3CCOCC3)cc2CC(=O)N([C@@H](C)CO)C[C@@H]1C,1.8,0.3,11.5,-11.1,-0.2,-2.4,x,-1.9
Cc1ccc(C2NC(=O)c3[nH]nc(-c4ccccc4)c32)cc1 (configuration not stated),-4.8,3.6,3.1,10.6,0.4,-13.5,x,6.8
CC1(C(=O)NS(=O)(=O)c2cccc(C#N)c2)CCN1C(=O)c1ccccc1CCc1ccccc1 (configuration not stated),-5.3,-2.5,x,-1.8,-0.1,8.7,x,1.0
CC(=O)N1CCCc2cc(S(=O)(=O)N3CCCC(C(=O)NCc4ccc(C)cc4)C3)ccc21 (configuration not stated),x,-0.2,-13.4,14.6,0.1,-9.6,-29.2,4.2
CCCC#Cc1cnc2c(c1)C(=O)N([C@H](C)CO)C[C@@H](C)[C@H](CN(C)C(=O)Cc1ccccc1)O2,7.0,-0.7,-15.3,9.1,-1.0,3.0,0.8,0.4
O=C1OC(CCl)CN1Cc1c(Cl)cccc1Cl (configuration not stated),-1.4,1.3,5.6,24.2,-0.1,1.9,1.5,3.9
CCN(CCN1CCCC1)C(=O)C1CCC(=O)N(CCCN2CCOCC2)C1 (configuration not stated),x,-1.7,2.5,-10.5,0.2,-0.8,0.3,5.2
O=C(Nc1cc(F)ccc1F)N1C[C@H]2[C@@H](c3ccccc31)[C@H](CO)N2C(=O)c1ccccc1,-5.5,-5.4,-8.9,1.4,0.3,u,-1.1,3.8
O=C(NN=Cc1ccc(O)cc1)C(=O)NN=Cc1ccc(O)cc1,-8.4,1.6,9.5,-5.1,0.2,-5.6,-10.3,-4.6
COc1ccc(CNc2ncnc3c2[nH]c2ccccc23)cc1,5.9,4.3,-35.9,-16.0,-0.1,-12.1,x,1.8
NC1=NC(=O)C(c2ccccc2)(c2ccccc2)S1,-5.5,-4.0,-0.1,6.7,-0.1,-3.1,9.6,-1.4
Cc1cccc(NC(=O)c2nc[nH]c2C(=O)N[C@@H](C)C(=O)OC(C)(C)C)c1,-8.5,-2.9,x,3.1,0.2,-2.6,2.5,-1.3
COc1ccc(C(=O)c2[nH]c(N)c(C(=O)NCCc3c[nH]c4ccccc34)c2-c2ccc(Cl)c(F)c2)cc1,6.1,-1.0,-7.2,29.0,-0.1,16.5,x,-6.1
COc1cccc(NC(=O)C[C@H]2CC[C@H]3[C@@H](COc4ccc(NC(=O)C5CCOCC5)cc4C(=O)N3C)O2)c1,-16.9,0.1,-2.5,3.5,0.2,u,-5.2,4.2
O=C(NC1CCCCC1)c1ccc(-c2ccc(Cl)cc2)o1,-93.7,-3.1,9.3,-209.6,0.5,1.1,-8.0,1.9
Cc1ccc(Cl)cc1N1CCN(C(=O)C2CCC(=O)N(C3CCCCCC3)C2)CC1 (configuration not stated),x,1.4,-62.4,-2.7,0.1,-4.8,x,-4.4
COc1ccccc1NC(=O)c1ccc(NC(=O)CSc2ncn[nH]2)cc1,x,x,23.4,-19.2,0.2,x,-4.7,x
CN(C)/C=N/c1cc(=O)[nH]c(=O)n1C,-9.9,-0.8,31.3,-7.7,0.1,x,-1.4,x
O=C(CSc1nnc(-c2cccnc2)s1)Nc1ccc(C(=O)O)cc1,x,x,19.9,11.7,0.1,x,1.5,x
O=C(NCCOc1ccc(F)cc1)C1CCC(=O)N(CCCN2CCOCC2)C1 (configuration not stated),-9.4,-1.5,x,-7.4,0.1,4.4,0.4,-4.2
O=C(C[C@H]1CC[C@@H](NC(=O)CN2CCOCC2)[C@@H](CO)O1)NCCc1ccncc1,6.9,2.4,-1.0,-16.2,0.5,12.1,-0.1,0.6
COc1cc(S(=O)(=O)NCc2ccncc2)ccc1Br,38.1,-1.1,-26.3,26.0,0.0,3.0,1.1,-1.8
CCC(=O)n1nc(-c2cccnc2)nc1NCc1ccc(F)cc1,3.0,-1.1,14.4,4.0,0.1,-9.4,-8.6,-5.5
O=C(Cc1cccnc1)N[C@@H]1CC[C@H](CCn2cc(Cc3ccccc3)nn2)O[C@@H]1CO,5.4&11.7,2.0&-2.7,6.6&5.4,-2.3&22.1,-0.2&0.0,u,-4.1,2.6&-7.5
Cc1ccc(-n2c(C)cc(/C=N/NC(=O)Cn3c4ccccc4c(=O)c4ccccc43)c2C)cc1,11.3,1.5,1.1,18.0,-0.1,0.1,-1.9,2.3
CN1CCN(CCNC(=O)Nc2ccccc2[N+](=O)[O-])CC1,-0.4,-1.3,2.2,1.3,0.0,2.3,0.7,2.2
Cc1c(NC(=O)Cn2cc([N+](=O)[O-])cn2)c(=O)n(-c2ccccc2)n1C,1.0,-2.0,1.8,10.6,-0.1,x,5.2,8.8
CSc1ccccc1CNc1nc(NCC2CC2)nc2ccsc12,31.3,-11.9,-21.8,47.9,0.4,-1.1,x,4.0
COC(=O)c1cccnc1-n1c(=O)c2cccnc2n(Cc2ccc([N+](=O)[O-])cc2)c1=O,4.5,1.2,-5.7,52.6,0.1,-0.5,6.8,-4.0
Cc1c(CCC(=O)N[C@@H](CCCNC(N)=O)C(=O)O)c(=O)oc2cc3oc4c(c3cc12)CCCC4,42.9,1.2,5.4,-11.2,0.0,-1.5,x,-2.0
COc1ccc(Cl)cc1NC(=O)COC(=O)c1cc(NS(=O)(=O)c2cccs2)ccc1O,2.2,x,-2.1,3.2,0.0,0.8,-3.3,-2.5
COC(=O)C[C@H]1CC[C@@H](NC(=O)Nc2ccc(C(F)(F)F)cc2)[C@@H](CO)O1,-26.8&-3.7,2.1&-1.0,-6.7&-1.1,3.9&-3.3,0.4&0.0,-0.5&16.0,-1.3,-2.7&-4.6
O=[N+]([O-])c1ccc(N/N=C/c2cccnc2)cc1,-95.4,2.0,2.2,-82.9,0.0,u,-1.0,-0.9
C[C@H]1CCCCO[C@@H](CN(C)Cc2ccncc2)[C@@H](C)CN([C@@H](C)CO)C(=O)c2cc(NS(=O)(=O)c3ccc(F)cc3)ccc2O1,-2.0,-0.5,-19.1,0.9,0.0,-7.0,-8.8,-3.2
Fc1ccc(CNCc2ccco2)cc1,-5.3,-0.7,-7.8,-7.7,-0.1,-3.7,-4.0,3.4
Cc1ccc(N2CC(C(=O)Nc3c(C)n(C)n(-c4ccccc4)c3=O)CC2=O)cc1 (configuration not stated),-4.0,0.6,2.8,10.9,0.1,0.1,-1.7,0.5
O=C(NC(=S)Nc1ccccc1[N+](=O)[O-])c1ccco1,-6.1,-0.2,-2.9,-30.6,0.0,-2.1,-12.0,-6.3
CC(=O)c1cccc(NC(=O)C2(c3ccccc3)CC2(Cl)Cl)c1 (configuration not stated),-13.2,1.7,5.9,0.5,0.0,x,2.8,2.6
C[C@H]1CN([C@@H](C)CO)C(=O)c2cc(NC(=O)CCN3CCOCC3)ccc2O[C@H]1CN(C)C(=O)Nc1ccc(C(F)(F)F)cc1,0.2,0.5,10.6,x,0.0,-0.7,31.2,-1.2
COc1ccccc1S(=O)(=O)N[C@@H]1C=C[C@H](CC(=O)NCc2cc(F)cc(F)c2)O[C@H]1CO,-1.0,1.2,5.4,-4.1,1.2,1.5,1.4,-2.2
C=CCn1cc(C(=O)NCCOC)c(=O)c2cc(S(=O)(=O)N3CCCCCC3)ccc21,9.2,4.2,-17.0,4.6,0.0,-6.2,-1.4,-4.6
COC(=O)Cc1ccc(NC(=S)N2CCN(C)CC2)cc1,-2.1,x,28.8,-8.2,0.0,-5.4,-4.1,3.5
O=C(CC1CC1)Nc1ccc2c(c1)[C@H]1C[C@H](CC(=O)NC3CCCC3)O[C@H](CO)[C@H]1O2,-4.7,2.3,1.2,7.6,0.3,0.1,x,0.4
COc1ccc(/C=C/C(=O)c2ccc3c4c(cccc24)CC3)cc1,-0.3,2.4,x,39.1,0.0,x,0.2,11.5
CCCC#Cc1cnc2c(c1)C(=O)N([C@@H](C)CO)C[C@@H](C)[C@@H](CN(C)C(=O)Cc1ccccc1)O2,-4.8,2.7,2.4,-3.8,-1.1,0.2,-4.8,2.2

# Assay outcomes: PubChem, Broad Institute
